CaV13 FRET inh = Primary screen for inhibitors of IQ motif and Ca2+-dependent inactivation inhibitor domain binding in CACNA1D, Förster resonance energy transfer in living cells, …; HEK cells, CFP/YFP FRET ICDI-IQ, plate reader, 10 min; percent FRET-ratio fall versus neutral wells; inhibition, % at 12.3 µM; 340,000 tested, 0.098% active;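 active = mean replicate inhibition of at least 30% and at least 1% of replicates passing that level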;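 also: 0% = median of the neutral control wells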
aDG glyco act = increases alpha dystroglycan glycosylation; Pro5-aDG cells, alpha-DG glycosylation AlphaScreen (IIH6); 0% Pro5, 100% B10-LARGE cell signal; activation, % at 10 µM; 360,000 tested, 0.22% active; AID 624168;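 active = activation of at least 8% versus controls, or a plate z-score of at least 8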;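 also: Pro5 are CHO cells carrying HIG-tagged alpha-DG that lacks glycosylation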
PDI inh = blocks human protein disulfide isomerase activity; AID 588391; 350,000 tested, 0.052% active; P07237; inhibition, % at 10 µM; PDI insulin aggregation turbidity, A650, 90 min;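 active = mean inhibition across replicates of 30% or more, whatever share of single replicates reach that level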;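 also: absorbance from insulin aggregation driven by PDI reduction with DTT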
Target sequence (P07237 whole entry, looked up): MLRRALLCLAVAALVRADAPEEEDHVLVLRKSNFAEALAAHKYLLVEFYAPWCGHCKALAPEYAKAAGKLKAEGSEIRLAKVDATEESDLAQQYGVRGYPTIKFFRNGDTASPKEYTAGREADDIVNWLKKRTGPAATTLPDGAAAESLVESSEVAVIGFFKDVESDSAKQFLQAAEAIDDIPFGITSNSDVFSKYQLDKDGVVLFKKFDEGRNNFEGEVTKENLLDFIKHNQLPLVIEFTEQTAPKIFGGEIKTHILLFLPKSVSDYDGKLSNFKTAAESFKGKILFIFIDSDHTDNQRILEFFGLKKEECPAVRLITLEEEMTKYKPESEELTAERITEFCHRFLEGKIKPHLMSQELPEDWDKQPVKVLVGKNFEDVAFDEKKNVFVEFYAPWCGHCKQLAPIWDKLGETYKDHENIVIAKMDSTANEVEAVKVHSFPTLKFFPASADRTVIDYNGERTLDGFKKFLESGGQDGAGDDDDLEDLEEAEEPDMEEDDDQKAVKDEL
MITF TRPM1 inh = inhibitors of MITF-driven TRPM1 promoter in melanoma cells | 330,000 tested, 0.83% active | SK-MEL-5 TRPM1 promoter luciferase, 24 h | inhibition, % at 12.5 µM | AID 488899;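 active = mean inhibition across replicates of 60% or more, whatever share of single replicates reaches that level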; also: values of inactives mirror those of a sister screen read the other way
Vif inh = HIV Vif inhibition; inhibition, % at 7.49 µM; HEK293T cells, Vif self-association by quenched fluorescence, imaging, 24 h; 340,000 tested, 0.35% active; in the data active = inhibition above about 50%, passing the limit was not always enough; also: some results filed as inactive read as strong as hits
HIF-2a block = blocks HIF-2a reporter activity; 786-0 RCC cells HIF-2a reporter, luciferase luminescence, overnight; inhibition, % at 18.8 µM; 360,000 tested, 0.72% active; AID 624352;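 active = inhibition of the luminescence signal of 40% or more relative to plate controls, in a single-dose primary screen at 18.75 µM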
NR2E3 ag-1 = human photoreceptor-specific nuclear receptor agonism | CHO-S Gal4-NCOR/VP16-NR2E3 two-hybrid, luciferase | AID 602229 | 360,000 tested, 0.35% active | inhibition of corepressor binding, % at 3.98 µM;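 active = inhibition above the mean of all tested compounds plus 3 SD, cut at about 70% in these data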;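 also: 0% = DMSO with NR2E3 transfected cells and 100% = cells lacking NR2E3 construct; higher means lower luciferase signal from less NR2E3 corepressor binding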
Target sequence (Q9Y5X4 whole entry, looked up, the tested form may be a part): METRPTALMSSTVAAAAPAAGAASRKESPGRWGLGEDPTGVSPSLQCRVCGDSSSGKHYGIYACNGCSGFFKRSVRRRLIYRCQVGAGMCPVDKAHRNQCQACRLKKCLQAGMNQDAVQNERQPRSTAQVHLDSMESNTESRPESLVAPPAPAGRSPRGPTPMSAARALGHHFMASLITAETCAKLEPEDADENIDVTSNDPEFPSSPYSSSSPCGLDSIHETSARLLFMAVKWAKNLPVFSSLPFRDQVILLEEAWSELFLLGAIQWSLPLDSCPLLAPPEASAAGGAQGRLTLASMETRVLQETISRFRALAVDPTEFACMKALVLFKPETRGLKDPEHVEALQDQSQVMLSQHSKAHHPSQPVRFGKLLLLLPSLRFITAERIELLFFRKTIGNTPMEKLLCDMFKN
Granule exo inh = lytic granule exocytosis inhibition; TALL-104 LAMP-1 surface exposure, flow cytometry; cells stimulated with thapsigargin and PMA; inhibition, % at 10 µM; 360,000 tested, 0.66% active;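 active = inhibition above about 55%, limit read from the data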
Peg3 promoter = Peg3 promoter activity inhibition. HeLa PEG-Prom luciferase reporter, luminescence, overnight. inhibition, % at 20 µM. 360,000 tested, 1.7% active. AID 588405;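 active = inhibition of at least 50% at 20 µM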
NR2E3 ag-2 = NR2E3 (human) agonism; Q9Y5X4; AID 2300; GST-NR2E3/biotin-RetCOR TR-FRET, 1536-well; inhibition of corepressor binding, % at 4.78 µM; 320,000 tested, 0.12% active;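 active = percent inhibition above the cutoff of mean plus 3 SD of all tested compounds, set per screening campaign, cut at about 20% in these data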;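 also: 0% = DMSO wells and 100% = biotin wells as full block of FRET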
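Format: 1536-well format; test system: GST-NR2E3 and biotin-RetCOR proteins; read-out basis: percent inhibition of TR-FRET ratio; timing: 5 h incubation at 4 °C; detection: time-resolved FRET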
hiPSC survival = increases survival of single human iPS cells; hiPSC single-cell survival, ATPlite luminescence; 100% = ROCK inhibitor wells, 0% = DMSO; survival enhancement, % at 20 µM; 360,000 tested, 0.044% active; in the data active = survival enhancement above about 18%;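 also: cells exposed to compounds for 16 hours before the ATP read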
The depositor's hits bear a star; nt = not tested or not shown.

[1] CN1C[C@@H]2C[C@@H](C3=Cc4cc(Cl)ccc4OC3)N3CCC[C@@]23C1=O
[2] COc1ccc(/C=C2\SC(=S)N(C(Cc3ccccc3)C(=O)O)C2=O)cc1 (stereo unspecified)
[3] O=C(COc1ccc(Cl)cc1)Nc1ccc2[nH]ncc2c1
[4] CN(C)CCN(C(=O)c1ccc2c(c1)CCCC2)c1nc2cc3c(cc2s1)OCCO3
[5] CCOC(=O)c1ccc(NC(=O)CSc2nnc(-c3cccs3)n2CC)cc1
[6] CCOCCOC(=O)C1=C(C)N(C)C(=O)NC1c1cc(Cl)c(O)c(OC)c1 (stereo unspecified)
assay / entry	1	2	3	4	5	6
CaV13 FRET inh	-7	9	0	-5	-5	-4
aDG glyco act	-0.5	-0.2	0.0	-0.3	0.3	-0.4
PDI inh	-6	7	-15	8	-19	13
MITF TRPM1 inh	-9	-4	-10	-44	9	5
Vif inh	-9	4	-3	nt	nt	2
HIF-2a block	12	12	-16	-99	7	11
NR2E3 ag-1	-2	-6	1	-28	-24	-1
Granule exo inh	-7	-2	-5	2	-1	3
Peg3 promoter	8	9	-18	-164	-4	4
NR2E3 ag-2	1	nt	-1	3	-1	-2
hiPSC survival	-0.9	-2.9	0.3	-0.4	0.5	0.5

[7] Cc1cc(C(=O)NC2CC2)c2ccccc2n1
[8] CCn1c(=O)n(CC)c2cc(S(=O)(=O)N3CCCCC3)c(C)cc21
[9] COc1ccccc1Nc1nn2c(=O)c3ccc(C(=O)N4CCC(C)CC4)cc3nc2s1
[10] CC(C)C(CCN1C(=O)CCC1=O)C1CCOC(C)(C)C1 (stereo unspecified)
[11] CC(=O)NN1C(=O)c2ccccc2NC1c1ccccc1O (stereo unspecified)
[12] CCCC(=O)C1CCN(Cc2ccccc2)CC1
assay / entry	7	8	9	10	11	12
CaV13 FRET inh	-2	-5	-7	-4	-9	-6
aDG glyco act	-0.1	-0.1	-0.6	0.1	0.1	-0.3
PDI inh	-2	-2	5	-3	-4	-6
MITF TRPM1 inh	3	-11	-2	7	-2	-4
Vif inh	-4	11	1	-3	-1	0
HIF-2a block	23	-8	10	-4	9	6
NR2E3 ag-1	-3	-28	-22	0	0	7
Granule exo inh	5	-1	1	1	4	-2
Peg3 promoter	1	19	50	-2	-13	2
NR2E3 ag-2	-6	2	1	5	0	-4
hiPSC survival	-0.1	-0.5	0.6	8.4	-0.8	-1.6

[13] O=C(CCNC(=O)c1ccccc1Cl)Nc1cc(S(=O)(=O)N2CCOCC2)ccc1N1CCOCC1
[14] Cc1ccc(Nc2ncnc3c2nnn3Cc2ccccc2)cc1
[15] CCOC1CCc2c(C)nc(N)nc2S1 (stereo unspecified)
[16] CCc1c(C)nc2ncnn2c1Nc1ccc(C(C)=O)cc1
[17] NC(=O)c1ccccc1NS(=O)(=O)Cc1ccc(Cl)cc1
[18] CCC1(C)Cc2c(sc3nc(SC)nc(NCCN(C)C)c23)CO1 (stereo unspecified)
assay / entry	13	14	15	16	17	18
CaV13 FRET inh	-8	-15	-17	-4	-9	-4
aDG glyco act	-0.2	0.7	0.2	-0.1	-0.1	0.1
PDI inh	2	-1	6	-1	1	-3
MITF TRPM1 inh	0	nt	4	-31	-14	0
Vif inh	0	-9	6	nt	-2	-15
HIF-2a block	10	-144	3	-175	0	8
NR2E3 ag-1	-8	-56	-22	-59	10	10
Granule exo inh	-2	-2	3	-1	0	36
Peg3 promoter	-2	-56	0	-131	5	-17
NR2E3 ag-2	4	0	-2	1	6	-3
hiPSC survival	-0.3	-0.6	1.1	18	0.3	-0.4

[19] COc1ccccc1CN1CCN(S(=O)(=O)c2ccccc2)CC1
[20] CCN(CC)S(=O)(=O)c1ccc(N2C(=O)CC2(/C=C/c2ccccc2)C(=O)NC2CCCC2)cc1 (stereo unspecified)
[21] O=C(NC1CC1)C1=C[C@@H](c2ccccc2)C[C@@H](OCc2ccc(CO)cc2)O1
[22] Cc1cccc(CCN2C(N(C)C)=NC[C@@H]2CC(C)C)c1
[23] Nc1nonc1OCCc1ccccc1
[24] Cc1nc2nc(-c3ccc(Cl)cc3)[nH]n2c(=O)c1Cc1ccccc1
assay / entry	19	20	21	22	23	24
CaV13 FRET inh	-5	-3	-12	-3	-6	nt
aDG glyco act	0.1	0.3	0.7	-0.1	-0.3	0.1
PDI inh	-9	-7	-1	-2	7	-3
MITF TRPM1 inh	8	-2	1	2	-5	-9
Vif inh	-7	-8	nt	-3	-2	15
HIF-2a block	3	8	-3	6	-19	-149
NR2E3 ag-1	-18	13	-14	-34	-13	-77
Granule exo inh	1	7	-6	4	3	-6
Peg3 promoter	17	19	1	5	-25	-198
NR2E3 ag-2	2	3	3	-3	1	1
hiPSC survival	-0.5	-1.1	3.6	-0.3	7.8	0.2

[25] c1ccc(CNCCC(Cc2ccccc2)c2ccco2)cc1 (stereo unspecified)
[26] O=C(CSc1ccccc1)Nc1ccccc1C(=O)N1CCCC1
[27] CCn1c(SCC(=O)NCc2ccco2)nc2c1c(=O)n(C)c(=O)n2C
[28] CCOc1cc(C2C(C(=O)c3ccc(C)o3)=C(O)C(=O)N2CCc2ccccc2)ccc1O (stereo unspecified)
[29] Cn1c(=O)c(C(=O)COc2ccc(F)cc2Cl)c(N)n(Cc2ccccc2)c1=O
[30] NC(=O)c1nsc(C(=O)N(Cc2cccnc2)C(C(=O)NC2CCCCC2)c2ccc(F)cc2)c1N (stereo unspecified)
assay / entry	25	26	27	28	29	30
CaV13 FRET inh	-34	-5	-7	nt	-4	-4
aDG glyco act	0.9	0.0	0.1	-0.2	0.7	0.0
PDI inh	15	-12	8	-5	2	-7
MITF TRPM1 inh	-4	-19	4	5	14	-7
Vif inh	-1	-18	-1	1	11	2
HIF-2a block	17	-33	-2	5	27	-3
NR2E3 ag-1	10	9	-19	-5	-3	-9
Granule exo inh	72*	1	2	1	0	-11
Peg3 promoter	4	-19	-6	-12	13	-4
NR2E3 ag-2	-3	2	5	5	1	5
hiPSC survival	-0.6	0.3	-3.0	2.9	2.9	-0.3

[31] O=C(Cn1ccc2ccccc2c1=O)NCCC(=O)N1CCN(C(=O)c2ccco2)CC1
[32] Cc1ccc(N(C(=O)CNC(=O)c2ccco2)C(C(=O)NC2CCCC2)c2ccncc2)cc1 (stereo unspecified)
[33] Cc1cccc(N2CCN(C(=O)CCNS(=O)(=O)c3ccc4c(c3)oc(=O)n4C)CC2C)c1 (stereo unspecified)
[34] CC1(C)CC(NC(=O)c2ccc(Cl)c(S(=O)(=O)N(Cc3ccccc3)c3ccccc3)c2)CC(C)(C)N1
[35] CC(C)C(=O)Nc1cc(S(=O)(=O)Nc2ccc(Cl)cc2)ccc1Cl
[36] CN(C(=O)COC(=O)c1ccccc1SCC(=O)N1CCCC1)c1ccccc1
assay / entry	31	32	33	34	35	36
CaV13 FRET inh	-4	-7	-3	-15	21	nt
aDG glyco act	0.3	-0.1	0.1	-0.5	0.0	-0.2
PDI inh	-4	6	11	8	-8	4
MITF TRPM1 inh	0	13	-1	92*	7	9
Vif inh	2	12	-3	8	2	nt
HIF-2a block	13	-2	4	1	17	7
NR2E3 ag-1	9	-9	7	nt	-14	1
Granule exo inh	-2	-17	-1	-2	0	0
Peg3 promoter	11	4	11	107*	32	5
NR2E3 ag-2	-1	4	1	0	6	-5
hiPSC survival	-2.7	-0.5	-0.6	-0.5	-2.0	-0.4

[37] Fc1ccc(-c2ccnn2-c2ccccc2)cc1
[38] C=CCNC(=O)CN1CCC(n2nnc3cc(C(F)(F)F)ccc32)CC1
[39] O=C(CCc1nc2ccccc2[nH]1)Nc1ccc2c(c1)OCCO2
[40] O=C(Nc1cc(S(=O)(=O)N2CCOCC2)ccc1O)c1ccc2c(c1)S(=O)(=O)c1ccccc1C2=O
[41] CC(=O)OCCCCCCCCCCC[N+]1(C)CCCCC1
[42] O=C(Nc1ccc(SC(F)F)cc1)c1ccc2nccnc2c1
[43] CCn1cc(CNC(=O)c2cc([N+](=O)[O-])c(C)c([N+](=O)[O-])c2)cn1
[44] O=C(CN1C(=O)N/C(=C\c2ccccc2OCc2ccc(C(=O)O)cc2)C1=O)Nc1ccc(F)cc1
assay / entry	37	38	39	40	41	42	43	44
CaV13 FRET inh	-20	-10	-5	-4	-2	-7	-8	-1
aDG glyco act	-0.1	-0.2	0.0	-0.3	-0.3	1.7	0.2	0.0
PDI inh	-12	4	nt	9	5	-6	-5	-10
MITF TRPM1 inh	-12	-3	0	-7	18	-48	-4	-3
Vif inh	18	22	5	0	8	-10	2	11
HIF-2a block	-45	21	-6	5	8	-298	8	8
NR2E3 ag-1	-3	5	-6	12	-31	-46	11	5
Granule exo inh	-29	0	-3	0	0	11	0	4
Peg3 promoter	-21	25	12	3	18	-237	13	4
NR2E3 ag-2	2	2	-1	-1	2	-2	-4	-4
hiPSC survival	0.4	-0.3	1.3	-0.6	1.5	3.7	0.1	-0.2
